HSF1 activator: increases HSF-1 driven luciferase reporter signal. activation, % at 9 µM. 300,000 tested, 1.7% active. AID 504408. NIH3T3-HGL HSF-1 luciferase reporter, MG132, 8 h; 100% = twice DMSO control signal;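 active = mean replicate activation of at least 50% with a set share of replicates each reaching 50%; inconclusive = only one of those two conditions met; inactive = mean below 50% and too few replicates reaching it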;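 note: 0% = median of the neutral control wells and 100% = twice that signal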
PolyA inhibitor: inhibitors of polyadenylation in S. cerevisiae; S. cerevisiae SKY197-pL101 polyadenylation reporter, beta-gal luminescence; efflux-impaired pdr1/pdr3 knockout yeast; score 100 = 6 SD above DMSO; calls only at 12 µM; 300,000 tested, 0.02% active; AID 1875;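 active = lowest replicate activity score at least 50, where 100 means six control SD above control mean; inconclusive = lowest score under 50 but half or more replicates reach 50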;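 note: yeast exposed to compound for 9 h at 30 °C; higher score means more reporter readthrough which indicates perturbed polyadenylation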
aSyn UTR inh: MLPCN primary screen, SNCA 5' untranslated region; alpha-synuclein 5'UTR reporter, inhibitor activity; inhibition, % (tested at 7.5 µM); 300,000 tested, 0.82% active; in the data active = inhibition above about 60%; inconclusive = no clear call, values can overlap the other calls;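 note: H4 neuroglioblastoma cells stably carrying SNCA 5'UTR luciferase fusion; 0% = DMSO wells and 100% = positive control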
IEC-6 cytotox: counter-screen for KLF5 inhibitors: cytotoxicity in IEC-6 cells | 290,000 tested, 0.78% active | IEC-6 cytotoxicity, luminescence viability | inhibition, % at 5 µM | AID 1825; in the data active = inhibition above about 22%;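 note: 0% = plate median of test compound wells and 100% = cytotoxic reference compound wells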
GSK3A inh: human GSK-3 alpha kinase inhibition; AID 2650; P49840; ADP-Glo luminescence, 60 min; inhibition, % at 10 µM; 320,000 tested, 0.1% active;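 in the data active = inhibition above about 50%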;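 note: GST-tagged GSK-3 alpha with peptide substrate and 25 µM ATP; 0% = DMSO neutral wells and 100% = GW8510 positive control wells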
Target sequence (P49840 whole entry, looked up): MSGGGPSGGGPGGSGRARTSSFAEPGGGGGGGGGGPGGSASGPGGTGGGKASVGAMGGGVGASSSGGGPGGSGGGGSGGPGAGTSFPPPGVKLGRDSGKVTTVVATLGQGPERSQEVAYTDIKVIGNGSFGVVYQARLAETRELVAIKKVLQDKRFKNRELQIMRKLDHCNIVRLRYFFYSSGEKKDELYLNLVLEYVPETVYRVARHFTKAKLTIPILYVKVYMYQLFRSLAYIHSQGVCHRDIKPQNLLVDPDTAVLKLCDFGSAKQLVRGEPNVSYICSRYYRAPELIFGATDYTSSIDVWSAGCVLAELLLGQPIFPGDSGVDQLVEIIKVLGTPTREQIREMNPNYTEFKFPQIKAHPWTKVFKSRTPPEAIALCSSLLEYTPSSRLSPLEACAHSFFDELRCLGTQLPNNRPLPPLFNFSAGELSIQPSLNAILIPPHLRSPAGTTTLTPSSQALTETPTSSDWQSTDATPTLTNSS
KLF5 inh: suppresses KLF5 promoter-driven expression; DLD-1 KLF5 promoter-luciferase reporter, luminescence; AID 1700; 290,000 tested, 0.23% active; inhibition, % at 5 µM;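 active = inhibition above a per-plate limit of that plate's mean compound inhibition plus 3 SD, cut at about 60% in these data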;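 note: 0% = DMSO wells and 100% = LY294002 at 200 µM; higher means less KLF5 promoter-driven luciferase light; inactives centre near -14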
HSP90 refold inh: HSP90 refolding inhibition in rabbit reticulocyte lysate; luciferase refolding luminescence, 3 h; inhibition, % at 5.6 µM; 290,000 tested, 0.91% active; AID 1789;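 active = inhibition above the screen-wide mean plus 3 SD, computed separately per campaign, cut at about 16% in these data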;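 note: 0% = DMSO wells and 100% = 60 µM geldanamycin wells; inhibitors lower the luminescence because luciferase stays unfolded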
HSF1 inhib: HSF1 inhibition | activity change, negative = inhibition, % at 7.5 µM (by protocol) | NIH3T3-HGL HSE-luciferase, MG132-induced, luminescence 8 h; active compounds read low | AID 2098 | 300,000 tested, 0.77% active;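 active = more than half of replicate wells show activity change below -50%, luminescence cut by over half; inconclusive = some wells, but at most half, below -50%; inactive = no replicate well below -50%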;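 note: luciferase reports HSF-1 transcriptional activity via heat shock element; 0% = median of DMSO wells and -100% = zero luminescence signal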
GSK3B inh: human GSK3beta kinase inhibition. P49841. GST-GSK3beta kinase, ADP-Glo luminescence, 60 min; active compounds read low. activity score (negative = inhibition), % at 10 µM. 300,000 tested, 0.038% active;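 active = more than half of replicate wells score below -50%, meaning over 50% inhibition versus plate controls; inconclusive = some replicates but at most half score below -50%; inactive = no replicate scores below -50%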;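 note: 0% = median DMSO wells and -100% = median GW8510 positive control wells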
Target sequence (P49841 whole entry, looked up): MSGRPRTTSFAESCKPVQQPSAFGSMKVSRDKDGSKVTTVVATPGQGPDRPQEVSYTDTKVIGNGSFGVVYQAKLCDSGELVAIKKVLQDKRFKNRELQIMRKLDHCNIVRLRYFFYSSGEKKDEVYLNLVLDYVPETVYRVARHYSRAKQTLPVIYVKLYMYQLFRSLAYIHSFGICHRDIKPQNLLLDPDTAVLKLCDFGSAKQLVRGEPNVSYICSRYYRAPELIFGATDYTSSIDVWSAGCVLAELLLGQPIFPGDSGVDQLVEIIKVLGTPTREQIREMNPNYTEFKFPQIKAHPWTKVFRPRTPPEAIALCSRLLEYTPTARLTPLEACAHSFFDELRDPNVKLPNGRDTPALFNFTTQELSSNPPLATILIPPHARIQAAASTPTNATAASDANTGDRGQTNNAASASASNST
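Assay system: GST-tagged human GSK3beta kinase, cell-free; Input: 1.6 ng GSK3beta; Medium: Tris/MgCl2 kinase buffer; Timing: 60 min enzyme reaction, room temperature; Signal: ADP-Glo luminescence quantifying ADP generated by kinase; Evaluation: score relative to plate controls; Benchmarks: DMSO neutral wells and GW8510 at 20 µM as positive.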
AI-2 QS modul: Vibrio harveyi AI-2 quorum sensing modulation. Vibrio harveyi JMH597 AI-2 luminescence/OD600 ratio, 9 h; active compounds read low; strain lacks LuxN and CqsS sensors; 0 = neutral-control median. activity change, % at 7.5 µM. 300,000 tested, 0.4% active. AID 2094; in the data active = activity change below about -75%, passing the limit was not always enough; inconclusive = no clear call, values can overlap the other calls;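 note: luminescence divided by OD600 gain over 9 h not by final OD600 alone; inactives centre near 13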
Active calls of the source: *; i = inactive; ? = inconclusive; nt = not tested or not shown; & = joins results of further samples; ! = not confirmed by another sample.

SMILES | HSF1 activator | PolyA inhibitor | aSyn UTR inh | IEC-6 cytotox | GSK3A inh | KLF5 inh | HSP90 refold inh | HSF1 inhib | GSK3B inh | AI-2 QS modul
Cc1ccn(Cc2n[nH]c(=S)n2Cc2ccccc2)n1 | -3 | i | -11 | -3 | 1 | -7 | 1 | -1 | 1 | 20
COc1ccc(N2CCN(C(=O)CCc3ccc(S(=O)(=O)NCC(C)C)cc3)CC2)cc1 | 19 | i | 0 | 8 | 1 | -34 | 2 | -5 | 4 | 17
O=C(Nc1ccccc1C(=O)O)c1cc(S(=O)(=O)N2CCCCC2)c(Cl)cc1Cl | -27 | i | 2 | 7 | -9 | -12 | -2 | -24 | -2 | 0
O=C(C1CCN(S(=O)(=O)c2cnc[nH]2)CC1)N1CCc2ccccc2C1 | 0 | i | 8 | -2 | -1 | 2 | 2 | 0 | 3 | 10
COc1cccc(CNC(=O)Cc2ccc(Br)cc2)c1 | -3 | i | -10 | -1 | 4 | -4 | -2 | 5 | 1 | 30
CCNC(=O)NC(=O)CSc1ccc(NC(C)=O)cc1 | 5 | i | -7 | -8 | 2 | -15 | -3 | 0 | -10 | 14
CCN(CC)CCCNc1nc(-n2nc(C)cc2C)nc2sc3c(c12)CC(C)(C)OC3 | -12 | i | -30 | -12 | 5 | -18 | -1 | -2 | 4 | 20
CCn1c(O)c2ccc(C(=O)N=NC(=O)c3ccccc3)cc2c1O | 12 | i | -12 | 2 | 1 | -36 | 4 | -1 | -1 | 15
O=C(Cn1c(=O)n(Cc2ccccc2)c(=O)c2ccccc21)NCc1ccco1 | -4 | i | 20 | -2 | -1 | -34 | 1 | -11 | 0 | 15
O=C(CSc1n[nH]c(-c2ccc(S(=O)(=O)NC3CCCCC3)cc2)n1)N1CCCC1 | -9 | i | 22 | 0 | -1 | -8 | -4 | -4 | -3 | 17
O=C1NC2(CCCCCC2)N=C1c1ccc(Br)cc1 | 1 | i | -5 | -4 | -3 | -18 | 1 | -2 | 1 | 16
CC(C)Cc1nnc(NC(=O)CSc2nc(=O)cc(N)n2-c2ccccc2)s1 | 0 | i | 4 | 2 | 1 | 1 | 0 | 2 | 2 | 27
O=C(Nc1ccc(S(=O)(=O)N2CCOCC2)cc1)c1cc(-c2ccccc2O)n[nH]1 | 1 | i | 1 | 1 | nt | -7 | 3 | -4 | -3 | 17
O=C(NNC(=O)c1cc(-c2ccccc2Cl)nc2ccccc12)c1csc(N2CCOCC2)n1 | -13 | i | 5 | nt | 2 | nt | nt | 2 | -2 | 5
CN(C)CCNCc1ccc(OC2CCCC2)cc1 | nt | i | nt | -2 | -1 | -15 | 0 | nt | 4 | 4
CC(=O)Nc1ccc(N=c2cc([N+](=O)[O-])cc(Cl)n2O)cc1 | 41 | i | -41 | -6 | -1 | -28 | 3 | 9 | -1 | 13
O=C(Nc1ccc([N+](=O)[O-])cn1)C1CCCCC1 | 12 | i | -13 | -4 | 3 | -12 | -2 | -1 | -5 | 10
CCn1cc(S(=O)(=O)CC(=O)Nc2cccc(C)c2)c2ccccc21 | -17 | i | 3 | nt | -2 | nt | nt | -1 | -2 | 24
CCOC(=O)c1c(C)[nH]c(C(=O)OCC(=O)c2c(N)n(C)c(=O)n(C)c2=O)c1C | 3 | i | 13 | -2 | 0 | -18 | -6 | -5 | 1 | 23
CCN1CCN(c2ccc([N+](=O)[O-])cc2C(=O)c2ccc(Cl)cc2)CC1 | 40 | i | -107 | -3 | nt | -17 | 0 | 5 | 3 | 32
C/C(CC(=O)Nc1cc(Cl)ccc1Cl)=N\NC(=O)c1ccco1 | 32 | i | -19 | 4 | -4 | 2 | -1 | 31 | 0 | 2
CCCNC(=O)c1ccccc1NC(=O)COc1cccc2c1OC(C)(C)C2 | 0 | i | -6 | nt | nt | nt | nt | -3 | -4 | 11
C/C(=C\c1ccco1)CN1CCN(Cc2ccc(C)o2)C(CCO)C1 (stereo unspecified) | 9 | i | -7 | 1 | -10 | -14 | 2 | 4 | 0 | 4
CN(C)CCCNC(NC(=O)/C=C/c1ccccc1)C(Cl)(Cl)Cl (stereo unspecified) | 0 | i | -8 | -2 | 1 | -14 | -2 | -6 | -9 | 8
CC(C)c1ccc(OCC(=O)N2CCN(c3ccccn3)CC2)c(Br)c1 | -8 | i | -3 | 0 | -2 | -15 | 5 | -3 | 1 | 20
COc1ccc(NC(=O)COC(=O)CNC(=O)C2CCCCC2)cc1 | 19 | i | 8 | -2 | -1 | -37 | 6 | -1 | 0 | 37
Nc1nc(SCC(=O)c2ccc(Oc3ccccc3)cc2)n[nH]1 | 17 | i | -4 | 8 | -3 | 6 | 0 | 5 | 4 | -94*
COc1ccccc1NC(=O)/C(=C/c1ccncc1)NC(=O)c1ccccc1 | -4 | i | 15 | -1 | -1 | -23 | 1 | -4 | -1 | 12
O=C(Nc1ccc(O)cc1)c1ccc2c(c1)C(=O)N(Cc1cccnc1)C2=O | -6 | i | -15 | 0 | -3 | -39 | 1 | -5 | 1 | 18
O=C(COC(=O)c1ccc(F)cc1)Nc1nc2ccc([N+](=O)[O-])cc2s1 | 11 | i | 5 | 0 | -1 | -14 | 2 | 11 | 4 | 11
O=C(CC1C(=O)NCCN1Cc1ccc(F)c(F)c1)NCCCn1ccnc1 (stereo unspecified) | 24 | i | 5 | -5 | 5 | -1 | 1 | 1 | -1 | 9
CCn1nnc(-c2ccccc2NC(=O)C(F)(F)F)n1 | 4 | i | -6 | -4 | -3 | -16 | -2 | 2 | 3 | 12
Cc1c(C(=O)c2ccc(Cl)cc2Cl)cnc2cc3c(cc12)OCO3 | 5 | i | -17 | -1 | -2 | -27 | 3 | 1 | 1 | 22
Nc1ccccc1C#CC(=O)c1ccccc1 | 84* | i | -90 | 9 | 1 | 10 | -1 | 58 | -2 | -90*
O=C(CSc1nc2[nH]ncc2c(=O)n1-c1ccc(Cl)c(Cl)c1)NCc1ccccc1Cl | 4 | i | 26 | -2 | 2 | 5 | 5 | 16 | -3 | 11
CCN1CCN(Cc2ccc(NC(=O)c3ccc(C)c(NC(=O)N4CCNC4=O)c3)cc2C(F)(F)F)CC1 | -47&-40 | i | 66*! | 4 | 1&2 | -23 | -2 | -30&-39 | 0&-4 | -2&5
O=C(Nc1ccc([N+](=O)[O-])cc1)Nc1cnccn1 | -9 | i | -24 | 1 | 2 | -41 | 2 | 0 | -2 | 6
O=C(NCCCN1CCOCC1)C1Cc2c(ccc3ccccc23)O1 (stereo unspecified) | -3 | i | 12 | 6 | -3 | -2 | 3 | 2 | 5 | 6
CCN1C(=O)[C@@H]2[C@@H](c3ccc(-c4ccccc4)cc3)N3CCCC[C@@]3(C(=O)OC)[C@@H]2C1=O | 16 | i | 4 | nt | -1 | nt | nt | 3 | -1 | 21
COc1ccccc1/C=C/C=N/n1c(C2CCCCC2)n[nH]c1=S | 15 | i | 11 | 2 | -3 | 18 | -2 | -1 | 2 | ?
Cc1ccc2c(CN3CCOCC3)cc(=O)oc2c1 | 9 | i | 0 | 5 | -1 | -23 | 1 | -3 | -8 | 24
COc1cc(CC(=O)N/N=C/c2ccc([N+](=O)[O-])cc2)c([N+](=O)[O-])cc1OC | 18 | i | 18 | 3 | 0 | -14 | 0 | 6 | 3 | 8
COc1ccc(OC)c(S(=O)(=O)NC2CCSc3ccccc32)c1 (stereo unspecified) | 1 | i | 3 | -3 | -2 | -1 | -3 | -1 | 1 | 34
CC(C)N1CCc2c(sc(NC(=O)C3CCCCC3)c2C(N)=O)C1 | 4 | i | 2 | 10 | -1 | -22 | -1 | 0 | 0 | 14
CC(=C\c1ccco1)/C=C1/SC(=S)N(CC(=O)O)C1=O | -3 | i | -6 | -13 | -3 | 4 | 0 | -3 | 2 | 40
C=CCn1c(=O)/c(=C2/Sc3ccccc3N2CC)s/c1=C1/C(=O)NN=C1C | 12 | i | -3 | -6 | 3 | -28 | -4 | -4 | 1 | 18
O=C(CNC(=O)c1ccccn1)N=Nc1c(O)[nH]c2ccccc12 | 4 | i | -55 | -2 | 1 | -25 | 4 | 13 | -3 | 10
O=C(NCCc1c[nH]c2ccccc12)C(=O)Nc1ccccc1 | 20 | i | -65 | 1 | -3 | -32 | -3 | 24 | -1 | 8
COC(=O)c1ccc(OCC(=O)NC(C)(C)C)cc1 | -1 | i | -12 | -4 | -4 | -21 | 0 | 1 | 3 | 17
COc1ccccc1C(=O)N(Cc1sccc1C)C1CCS(=O)(=O)C1 (stereo unspecified) | 5 | i | -7 | 4 | nt | -34 | -1 | -3 | 2 | 20
COc1c(F)c(F)c(C(=O)Nc2ccc(-c3nc4ccccc4[nH]3)cc2)c(F)c1F | 21 | i | -12 | 27* | -1 | -28 | 0 | 1 | 6 | 0
C=CCn1c(C)csc1=Nc1ccc(C(=O)O)cc1 | -9 | i | -9 | -6 | nt | -24 | 2 | 2 | 3 | 18
CCOC(=O)N1CCN(C(=O)c2cnc(Nc3ccccc3OC)c3ccccc23)CC1 | nt | nt | nt | 1 | -1 | -5 | 0 | nt | nt | nt
O=[N+]([O-])c1ccc(N2CCN(C(=S)NC3CCCCC3)CC2)cc1 | -2 | i | 33 | 9 | 3 | -7 | 3 | -5 | -1 | -7
COc1ccc(NC(=S)N2CCN(C(=O)C3CCCO3)CC2)c(OC)c1 (stereo unspecified) | -30 | i | 10 | 4 | -1 | -10 | -3 | -1 | 1 | 11
CC(=O)N1CCc2cc(S(=O)(=O)NC(C(=O)N3CCN(c4ccccc4F)CC3)C(C)C)ccc21 (stereo unspecified) | -1 | i | -50 | nt | -1 | nt | nt | -1 | 1 | 25
CCCCOC(=O)c1ccc(NC(=O)CSc2nncn2C)cc1 | 9 | i | -19 | 0 | 4 | -10 | -3 | 11 | -2 | 24
CC(=O)Nc1ccc2c(c1)C(=O)c1ccccc1C2=O | 30 | i | -185 | 2 | -1 | -152 | -1 | 25 | -3 | 2
Oc1ccccc1C1N=C(c2ccccc2)NC(c2ccccc2)=N1 | 12 | i | 14 | -2 | -4 | -3 | 0 | 0 | 0 | 17
CC1(C(=O)N(CC(=O)NC2CCCC2)Cc2ccco2)CC(=O)N=C2C=CC=CN21 (stereo unspecified) | -2 | i | 3 | 2 | 0 | 2 | 1 | -10 | 1 | 34

Only part of the results is shown (hit frequency here may not be typical).
